# QS inhibitor: S. aureus quorum sensing inhibitors, primary screen, RNAIII-GFP reporter, flow cytometry; 0.3% of 24,000 active; AID 527, 2006; S. aureus RN6390 RNAIII-GFP reporter, AIP-induced, flow cytometry 3 h; inhibition, % at 2 µM;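 active = share of bacteria positive for the green fluorescent reporter and its mean brightness both inhibited by 50% or more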;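 note: 0% = AIP-stimulated control and 100% = unstimulated bacteria without AIP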
# QS inhibitor GFP MFI %: recorded beside QS inhibitor, whose call it bears; inhibition, %; measured here: inhibition of GFP MFI
# * marks the source's active call; other numbers are inactive results; & = joins results of further samples.
SMILES,QS inhibitor,QS inhibitor GFP MFI %
Cc1cc(-c2ccccc2)nnc1NCCN1CCOCC1,1.4,-0.7
COc1ccc(/C=C/C(=O)Nc2ccccc2C(=O)O)cc1OC,-0.3,-15.8
O=C(CCNNC(=O)c1ccncc1)NCc1ccccc1,-1.6,-0.7
c1ccc(CN(CC2=NCCN2)c2ccccc2)cc1,-0.7&-0.4,0.3&-2.5
CC(COc1ccccc1)NC(C)C(O)c1ccc(O)cc1 (stereo not drawn),0.2,-2.5
O=C(c1ccc(F)cc1)C1CCN(CCn2c(=O)[nH]c3ccccc3c2=O)CC1,-6.7,-19.8
CC[N+](C)(CC)CCOC(=O)C(O)(c1ccccc1)C1CCCCC1 (stereo not drawn),-4.2,-10.5
C1CCC(C(CC2CCCCN2)C2CCCCC2)CC1 (stereo not drawn),-0.7,2.6

# In the list so far, these contain a carbonyl joined to an NH by a bond outside any ring:
SMILES,QS inhibitor,QS inhibitor GFP MFI %
COc1ccc(/C=C/C(=O)Nc2ccccc2C(=O)O)cc1OC,-0.3,-15.8
O=C(CCNNC(=O)c1ccncc1)NCc1ccccc1,-1.6,-0.7

# Two records drawn at random from the list so far, as already listed:
SMILES,QS inhibitor,QS inhibitor GFP MFI %
c1ccc(CN(CC2=NCCN2)c2ccccc2)cc1,-0.7&-0.4,0.3&-2.5
C1CCC(C(CC2CCCCN2)C2CCCCC2)CC1 (stereo not drawn),-0.7,2.6

# These rows are one share of the data; count on the stated rates, not on these rows.
